From PubChem BioAssay
FBW7 activator: FBW7 E3 ligase activators, primary screen, biochemical, AlphaScreen, human. F-box/WD repeat-containing protein 7 (Homo sapiens), Q969H0. AlphaScreen FBW7–phospho-cyclin E peptide binding, activator screen. normalized activity (activation), % at 26.1 µM. hit rate 0.13% among 650,000. AID 1259310, 2017; in the data active means normalized activity above about 1.9%;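 further: purified mutant Fbw7 with reduced substrate affinity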
Target sequence (Q969H0 whole entry, looked up): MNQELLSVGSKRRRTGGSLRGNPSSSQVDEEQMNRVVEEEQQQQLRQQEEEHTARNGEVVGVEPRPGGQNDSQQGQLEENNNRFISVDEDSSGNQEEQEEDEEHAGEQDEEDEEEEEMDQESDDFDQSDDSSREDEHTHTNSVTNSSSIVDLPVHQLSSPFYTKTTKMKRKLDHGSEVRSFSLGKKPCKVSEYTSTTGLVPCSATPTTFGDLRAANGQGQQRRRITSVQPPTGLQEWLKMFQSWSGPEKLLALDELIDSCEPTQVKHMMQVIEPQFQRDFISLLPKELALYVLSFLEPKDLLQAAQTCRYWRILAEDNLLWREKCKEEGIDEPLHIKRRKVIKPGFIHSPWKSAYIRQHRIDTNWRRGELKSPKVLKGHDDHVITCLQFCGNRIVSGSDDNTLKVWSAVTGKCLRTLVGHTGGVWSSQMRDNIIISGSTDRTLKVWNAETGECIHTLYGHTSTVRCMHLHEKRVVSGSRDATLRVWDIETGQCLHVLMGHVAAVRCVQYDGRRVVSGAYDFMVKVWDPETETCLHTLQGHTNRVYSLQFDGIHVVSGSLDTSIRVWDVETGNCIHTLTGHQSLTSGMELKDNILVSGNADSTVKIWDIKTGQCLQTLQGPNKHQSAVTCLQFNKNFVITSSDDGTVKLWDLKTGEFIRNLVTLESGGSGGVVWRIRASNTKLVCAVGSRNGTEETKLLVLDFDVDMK
MITF inh: MITF inhibitors, primary screen, biochemical, AlphaScreen, human; AID 1259374, 2018; Microphthalmia-associated transcription factor (Homo sapiens), O75030; hit rate 0.91% among 650,000; AlphaScreen MITF homodimerization, bead proximity signal; inhibition, % at 2.6 µM; in the data active means inhibition above about 50%;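 further: 0% = vehicle wells with protein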
GPR151 ag: activators of human GPR151, primary screen, cell-based, PathHunter beta-arrestin, luminescence; AID 1508602, 2020; PathHunter beta-arrestin GPR151 cells; activation, % at 11.2 µM; hit rate 1% among 650,000; in the data active means activation above about 4.9%;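 further: 0% = median of compound wells and 100% = cells with positive control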
Target sequence (Q8TDV0 whole entry, looked up): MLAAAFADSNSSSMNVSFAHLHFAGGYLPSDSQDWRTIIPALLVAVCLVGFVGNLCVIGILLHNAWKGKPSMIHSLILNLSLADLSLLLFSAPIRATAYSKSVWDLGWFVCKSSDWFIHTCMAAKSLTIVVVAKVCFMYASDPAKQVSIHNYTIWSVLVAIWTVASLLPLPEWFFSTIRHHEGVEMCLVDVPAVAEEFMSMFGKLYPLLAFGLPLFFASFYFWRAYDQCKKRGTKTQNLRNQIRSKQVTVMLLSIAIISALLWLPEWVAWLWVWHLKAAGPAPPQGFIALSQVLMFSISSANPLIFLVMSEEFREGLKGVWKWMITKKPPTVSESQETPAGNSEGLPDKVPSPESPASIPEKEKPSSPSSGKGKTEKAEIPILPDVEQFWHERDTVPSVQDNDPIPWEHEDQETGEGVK
TEAD-YAP block: TEAD-YAP interaction inhibition, primary screen, TEAD-YAP interaction inhibitor project, luminescence, HEK-TIYL cells; TEAD-Gal4/YAP UAS-luciferase luminescence; inhibition, % at 9.12 µM; hit rate 1.4% among 640,000; AID 1259422, 2018; in the data active means inhibition above about 32%;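 further: 0% = median of test compound wells and 100% = reference inhibitor wells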
Numbers without * were called inactive; & = joins results of further samples.

SMILES | FBW7 activator | MITF inh | GPR151 ag | TEAD-YAP block
CCCN1C(=O)C(O)(c2c(C)[nH]c3ccccc23)c2ccccc21 (centres undefined) | 0.0 | -2 | -0.8 | 7
COc1ccccc1OCc1nc2ccccc2n1C | -0.1 | 2 | -2.8 | -49
CN1C(=O)C2(c3ccccc31)C(C(=O)Nc1ccc(Cl)cc1)CC1CCCN12 (centres undefined) | 0.2 | 3 | -2.5 | 0
CCOC(=O)C1=C(C)N=c2s/c(=C\c3cccc(OCc4cccc5ccccc45)c3)c(=O)n2C1c1cccs1 (centres undefined) | -0.1 | -1 | 1.6 | -3
Cc1cc2c(cc1S(=O)(=O)Nc1ccc(Cl)c(C(F)(F)F)c1)OCC(=O)N2 | 0.5 | 1 | -0.4 | 6
COc1ccc(OC)c(CNc2ncc(-c3cccc([N+](=O)[O-])c3)n2C)c1 | -0.3 | 44 | 0.2 | -2
CC1CC(C)CN(c2ncnc3c2cnn3Cc2ccccc2Cl)C1 (centres undefined) | 0.1 | -10 | -0.9 | 1
CCOC(=O)c1c(NC(=O)CSc2nnc(CNC(=O)c3ccc(C(C)(C)C)cc3)n2C)sc2c1CCCC2 | 0.1 | -4 | -1.2 | 19
COc1ccccc1CCNC(=O)Cn1ccc2ccccc21 | -0.2 | 2 | 2.8 | -1
Cc1ccc(-c2nnn(CC(=O)NC(C)C)n2)cc1 | 0.3 | -3 | -1.0 | -11
CNC(=O)C1Cc2ccccc2N1C(=O)Nc1ccc(F)cc1 (centres undefined) | -0.1 | -1 | 0.4 | 0
CNC(=O)c1ccccc1Nc1cc(NC(=O)Cc2ccc(F)c(F)c2)ncc1C(F)(F)F | -0.1 | 10 | 0.1 | 65*
CC1(C)CC(=O)C2=C(C1)OC(N)=C(C#N)C2c1cccc(F)c1 (centres undefined) | 1.1 | 17 | -0.7 | 9
CCOc1ccccc1NS(=O)(=O)c1ccc2c(c1)n(C)c(=O)c(=O)n2C | -0.1 | 10 | -1.1 | -1
O=C1CCC/C(=N\NC(=O)c2cc(-c3ccncc3)nc3ccccc23)C1 | 0.1 | -5 | 2.1 | 26
CC(NC(=O)c1ccc2c(c1)OCO2)C1CCCO1 (centres undefined) | -0.2 | 4 | 5.5* | -14
O=C(NC(=S)NC1CCC(NC(=S)NC(=O)c2ccco2)CC1)c1ccco1 (centres undefined) | 0.0 | 3 | 1.5 | 10
COc1ccc(C(c2oc(CO)cc(=O)c2O)c2oc(CO)cc(=O)c2O)cc1 | -0.1 | 7 | -0.6 | -11
CN1N=C(c2ccccc2)Cn2c1nc1c2c(=O)[nH]c(=O)n1C | -0.1 | -9 | -1.3 | -6
Nc1nonc1C(=O)N/N=C/c1cc([N+](=O)[O-])cc([N+](=O)[O-])c1O | -0.8 | 46 | 1.4 | -5
Cn1ccnc1C1(O)CCN(C(=O)c2cccc(F)c2)CC1 | 0.0 | -10 | -0.7 | -2
O=C(CSc1nnc(NC(=O)Cc2ccc(F)cc2)s1)NCc1ccco1 | 0.2 | -3 | -1.2 | -12
O=C(CC(c1ccccc1)c1ccco1)N1CCOCC1 (centres undefined) | 0.0 | 12 | 4.4 | 1
COc1cc(OC)cc(C(=O)NNC(=O)CCC2CCCC2)c1 | 0.1 | 0 | 1.4 | 0
c1ccc(Nc2cc(-c3ccnc(Nc4ccc(N5CCOCC5)cc4)c3)nn2-c2ccccc2)cc1 | 0.5 | -1 | 2.5 | 2
SMILES | FBW7 activator | MITF inh | GPR151 ag | TEAD-YAP block
CC1=C(C(=O)OC(C)C)C(c2ccccc2Br)NC(=O)N1 (centres undefined) | -0.1 | 2 | -0.6 | -11
CCN1C(=O)C2C(c3cccs3)NC(Cc3ccc(O)cc3)(C(=O)OC)C2C1=O (centres undefined) | 0.1 | -6 | -0.2 | 7
COCCn1nnnc1C(c1cc2cc(C)c(C)cc2[nH]c1=O)N1CCOCC1 (centres undefined) | 0.0 | 9 | -1.0 | 8
O=C(NCc1cccnc1)c1ccnc(Nc2ccc3ncccc3c2)c1 | 0.6 | 12 | -0.7 | -11
CCOc1ccc(S(=O)(=O)NCCc2ccc(Cl)cc2)cc1 | -0.1 | -10 | 2.9 | -5
CSc1ccc(CN(C)C(C)C(=O)N2CCc3ccccc32)cc1 (centres undefined) | -0.4 | -159 | 0.9 | 0
COc1ccc(/C=C/C(=O)OCc2nnc(-c3ccccc3)o2)cc1 | 0.1 | 9 | -1.1 | -1
CC(C)C(=O)Nc1ccc(N2CCN(Cc3ccccc3)CC2)cc1 | 0.1 | 3 | -0.9 | -8
CCN(CC)CCN1C(=O)c2oc3cc(C)c(C)cc3c(=O)c2C1c1cccnc1 (centres undefined) | 0.1 | 14 | 0.9 | 4
CCCSc1nc2sc3c(c2c(=O)n1-c1ccc(C)cc1)CCC(C(C)(C)C)C3 (centres undefined) | 0.0 | -8 | 0.5 | 2
Cc1ccccc1Nc1nc(N)nc(COC(=O)c2ccc(CO)cc2)n1 | 0.3 | 11 | -0.4 | -16
COc1cccc(CC2(O)C(=O)Nc3ccccc32)c1 (centres undefined) | -0.5 | 19 | -1.3 | 6
CCCCNC(=O)CN1C(=O)c2ccccc2S1(=O)=O | 0.0 | -10 | 2.3 | -7
O=C(Cc1cccs1)Nc1ncc(S(=O)(=O)c2ccc([N+](=O)[O-])cc2)s1 | 0.1 | 3 | -0.1 | 1
O=C1NN(c2ccc(Br)cc2)C(=O)/C1=C/c1ccc(O)c(O)c1 | -0.3 | 12 | 0.7 | 6
CCOc1ccc(-n2cc(C(=O)NCCc3ccc(OC)c(OC)c3)c3cc(OC)c(OC)cc3c2=O)cc1 | 0.3 | 14 | 0.4 | 6
COC(=O)c1ccc(N2C(=O)c3cccc(N)c3C2=O)cc1 | 0.0 | 2 | 0.9 | -15
C[C@@H]1CN(Cc2nnnn2CC(=O)N2CCc3ccccc3C2)C[C@H](C)O1 | -0.1 | 12 | -0.7 | 3
CCCCN(CC)C(=O)c1cc(C(=O)OC)cc([N+](=O)[O-])c1 | -0.3 | 2 | 0.0 | -2
Cc1c(N=Cc2cc3c(cc2[N+](=O)[O-])OCO3)c(=O)n(-c2ccccc2)n1C | 0.0&0.0 | 0&3 | 0.0&-0.4 | -3&5
CC(C(=O)N1CCC(C(=O)c2cccnc2)CC1)n1nnc2ccccc21 (centres undefined) | 0.0 | 0 | -1.0 | -4
CC(C)(C)n1nnnc1CN1CCN(c2ccc([N+](=O)[O-])cc2)CC1 | -0.1 | 6 | -1.3 | -4
C=CCN=Cc1c(O)[nH]c2ccccc12 | -0.2 | 6 | -0.5 | -2
O=C(O)c1ccc2c(c1)C(=O)N(c1ccc(Oc3ccc([N+](=O)[O-])cc3)cc1)C2=O | 0.0 | 18 | 1.5 | 2
CCOc1ccc(S(=O)(=O)NCC(OCC)OCC)c2cccnc12 | 0.0 | 1 | 1.1 | -3

Complete entries, quoted from the list. Order of values: FBW7 activator | MITF inh | GPR151 ag | TEAD-YAP block
CC1=C(C(=O)OC(C)C)C(c2ccccc2Br)NC(=O)N1 (centres undefined) as listed: -0.1 | 2 | -0.6 | -11
Cc1c(N=Cc2cc3c(cc2[N+](=O)[O-])OCO3)c(=O)n(-c2ccccc2)n1C as listed: 0.0&0.0 | 0&3 | 0.0&-0.4 | -3&5
CCN1C(=O)C2C(c3cccs3)NC(Cc3ccc(O)cc3)(C(=O)OC)C2C1=O (centres undefined) as listed: 0.1 | -6 | -0.2 | 7
O=C(NCc1cccnc1)c1ccnc(Nc2ccc3ncccc3c2)c1 as listed: 0.6 | 12 | -0.7 | -11
CSc1ccc(CN(C)C(C)C(=O)N2CCc3ccccc32)cc1 (centres undefined) as listed: -0.4 | -159 | 0.9 | 0

Limited to FBW7 activator, GPR151 ag and TEAD-YAP block (2 entries from above):
| Compound | FBW7 activator | GPR151 ag | TEAD-YAP block |
| --- | --- | --- | --- |
| O=C(O)c1ccc2c(c1)C(=O)N(c1ccc(Oc3ccc([N+](=O)[O-])cc3)cc1)C2=O | 0.0 | 1.5 | 2 |
| CCOc1ccc(S(=O)(=O)NCC(OCC)OCC)c2cccnc12 | 0.0 | 1.1 | -3 |

Given with values under each structure: part of the list above
Order of results – FBW7 activator	MITF inh	GPR151 ag	TEAD-YAP block
- Cc1ccccc1Nc1nc(N)nc(COC(=O)c2ccc(CO)cc2)n1
  0.3	11	-0.4	-16
- COc1cccc(CC2(O)C(=O)Nc3ccccc32)c1 (centres undefined)
  -0.5	19	-1.3	6
- CCCCNC(=O)CN1C(=O)c2ccccc2S1(=O)=O
  0.0	-10	2.3	-7
- O=C(Cc1cccs1)Nc1ncc(S(=O)(=O)c2ccc([N+](=O)[O-])cc2)s1
  0.1	3	-0.1	1

(next part)
SMILES | FBW7 activator | MITF inh | GPR151 ag | TEAD-YAP block
CC1=C(C(=O)OC2CCCCC2)C(c2cccnc2)C2=C(CC(C)(C)CC2=O)N1 (centres undefined) | 0.5 | 19 | -0.6 | -3
Nc1cc(Oc2ccc(Br)cc2)cc([N+](=O)[O-])c1 | -0.1 | 5 | 0.6 | -4
CC1(c2ccc(Cl)cc2Cl)NC(=O)N(CC(=O)N2CCOCC2)C1=O (centres undefined) | 0.0 | 3 | -1.2 | 14
CC(C)C(=O)CC1(O)C(=O)Nc2ccccc21 (centres undefined) | 0.7 | 12 | -0.5 | 11
N#Cc1ccc(-c2ccc(O)cc2)cc1 | -0.1 | 8 | -2.1 | -8
COc1ccccc1CN(Cc1cc2ccc(C)cc2n2nnnc12)C(C)=O | 0.3 | 6 | 0.2 | -1
CC1(C)CC(=O)C=C(NNC(=O)CC2(C)OCCCO2)C1 | 1.0 | 11 | 0.8 | -9
CNC(=O)CSc1nnc(-c2ccco2)n1-c1ccccc1 | -0.2 | 22 | -0.6 | 6
Nc1nc(N)c2ncn(C3OC(CO)C(O)C3O)c2n1 (centres undefined) | 0.1 | 14 | -0.3 | -3
CC1=CC(C)(C)N(C(=O)c2cccc(Cl)c2)c2ccc(OC(=O)c3ccccc3)cc21 | -0.1 | -3 | 0.8 | 0
COc1ccc(CCNC(=S)NNC(=O)c2ccc(Cl)s2)cc1OC | -0.2 | 0 | -0.1 | 8
CN1CCC(=NNC(=O)Cc2ccccc2)CC1 | 0.0 | 0 | 1.1 | -12
N[C@@H](Cc1ccc(Br)cc1)C(=O)N1CCC(Nc2ccc3[nH]ncc3c2)C1 (some centres undefined) | -0.9 | 21 | -0.6 | 0
Cc1scc(C(=O)NCCCN2CCCC2=O)c1-c1ccccc1 | -0.1 | -3 | -0.3 | 2
C=CCNCC(=O)NC(c1ccccc1)c1ccccc1 | 0.0 | 11 | -0.8 | -3
COc1ccccc1Nc1ncnc2c1cnn2C | -0.1 | 2 | 1.1 | -5
Cc1cc(C)cc(NC(=O)N2CCCCCC2)c1 | 0.1 | 16 | -1.1 | -4
CCOC(=O)c1c(NC(=O)c2ccccc2)sc(C(=O)Nc2ccc(OC)cc2)c1C | 0.0 | -5 | -1.2 | -4
O=C(O)CCCC(=O)Nc1ccc(Cl)cn1 | 0.4 | -3 | 1.0 | 1
COc1cc(/C=C(\C#N)C(=O)Nc2ccc3ccccc3c2)ccc1O | -0.1 | -9 | 2.6 | -3
CCOCCCNCc1c(Cl)cccc1Cl | 0.3 | 42 | 3.1 | 8
CC1CCc2sc(NC(=O)c3ccc(N4C(=O)C5C6C=CC(C6)C5C4=O)cc3)c(C#N)c2C1 (centres undefined) | 0.0 | 2 | 1.3 | -9
COc1cccc(OC)c1OCCCOc1ccc(C)cc1[N+](=O)[O-] | 0.1 | -2 | -0.7 | 7
CCCC(=O)Nc1ccc(NC(=O)COc2ccc(C)cc2C)cc1 | 0.7 | 9 | -1.2 | 1
COc1ccc(-n2c(C)nc3cc(C(=O)NCc4ccco4)ccc32)cc1 | 0.0 | 4 | 0.0 | 2
SMILES | FBW7 activator | MITF inh | GPR151 ag | TEAD-YAP block
O=C(Cc1cc(F)ccc1F)N1CCC2(CC1)OCc1ccccc1O2 | -0.2 | 22 | -1.0 | 4
COc1ccc(N2CCN(c3ncnc4nc[nH]c34)CC2)cc1 | 0.0 | 16 | -6.9 | -6
Cc1nn2c(c1-c1ccccc1)NC(C(F)(F)F)(C(F)(F)F)NC2=O | 0.0 | -3 | 1.3 | -9
COc1ccc(C2CC(=O)C3=C(C2)NC(C)=C(C(=O)OC(C)C)C3c2ccc(O)c(OC)c2)cc1 (centres undefined) | -0.1 | 12 | -0.9 | 5
O=C(O)COc1ccc2cc(Br)ccc2c1Br | 0.0 | -3 | 2.9 | -3
COc1ccc(-c2noc(-c3ccc(OC)c([N+](=O)[O-])c3)n2)cc1 | -0.1 | -1 | -1.2 | -16
CC12C(=O)N(c3ccc(C(=O)O)cc3)C(=O)C1C1C=CC2C1 (centres undefined) | 0.0 | 1 | -0.7 | -11
O=C(CNc1ncnc2ccccc12)NCCO | 0.4 | 0 | -0.5 | -13
COc1ccc(C2=NN(C(=O)CSc3nnc(CNC(=O)c4ccco4)n3Cc3ccccc3)C(c3cccc(OC)c3OC)C2)cc1 (centres undefined) | 0.0 | 0 | -0.7 | 11
CCN(CC)S(=O)(=O)c1cc(C(=O)Oc2cccc(NC(=O)c3ccccc3Cl)c2)ccc1C | -0.3 | 4 | 0.4 | 55*
Cn1c(=O)c2c(nc3n(CCCO)c(-c4ccc(F)cc4)cn23)n(C)c1=O | -0.1 | 1 | 2.6 | -3
COc1cc(Cl)c(NS(=O)(=O)c2cc3[nH]c(=O)c(=O)[nH]c3cc2C)c(OC)c1 | 0.2 | 6 | 3.2 | -1
CCOC(=O)Cc1ccc(N(Cc2ccc(Cl)cc2)S(=O)(=O)c2ccc(F)cc2)cc1 | 0.0 | 6 | 0.5 | 3
